RGS4 inh – inhibitors of human regulator of G protein signaling 4; Potency, µM (titrated, usually from 114 µM), without a hit: top-dose activity change, negative = inhibition, actives largely listed as inhibitors; 390,000 tested, 0.039% active; AID 504845; Transcreener GDP fluorescence polarization, RGS4-accelerated GTP hydrolysis; further: potency means the concentration at half of the fitted maximal effect; on the % scale 0 is the no-effect control and ±100 the full control effect; nearly all actives have a fitted effect of over 75% in size; some results filed as inactive show a strong effect at the top dose
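MLSMR compounds (23 nl, pin-transferred) preincubated 10 min at room temperature with a 500nM (2x) first reagent, then RGS4 at 900nM (2x) plus Transcreener GDP mix added; fluorescence polarization (620/688 nm) read before and after 90 min at 30 °C.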
PI4K2A inh – inhibitors of human PI4K2A. Q9BTU6. purified PI4K2A, ADP-Glo luminescence, 1 h; stronger effect = lower value. activity change, negative = inhibition, % at 76.9 µM. 420,000 tested, 0.13% active; in the data active means activity change below about -50%; inconclusive means mostly about -30% to -49%;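 further: -100% = wells without enzyme as full effect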
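ADP-Glo luminescence measured ADP generated by PI4K2A enzyme (4 ug/mL before mixing) with 1.2 mM PI substrate (pre-mix) and 300 microM ATP (pre-mix). Tris pH7.5 buffer with MgCl2, Triton X-100; 1 h reaction at ambient temperature.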
BAZ2B block – blocks human BAZ2B; Q9UIF8; AlphaScreen BAZ2B-H3K14Ac peptide displacement; Potency, µM (doses to about 114 µM), for inactives: top-dose activity change, negative = inhibition, usual class: inhibitors; 360,000 tested, 4.4% active; AID 504333; further: potency means the concentration at half of the fitted maximal effect; on the % scale 0 is the no-effect control and ±100 the full control effect; nearly all actives have a fitted effect of over 60% in size
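Complex of BAZ2B and biotin-H3K14Ac (50 nM apiece) forms over 30 min at RT, then faces library compounds up to 110 uM for another 30 min; AlphaScreen beads added, 20 min dark incubation, luminescence read.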
G9a block – inhibitors of human histone lysine methyltransferase G9a. G9a H3K9 monomethylation, AlphaScreen, 2 h. 350,000 tested, 8.8% active. Q96KQ7. AID 504332. Potency, µM (highest dose often 102 µM), for inactives: top-dose activity, negative = inhibition, most hits filed as inhibitors; further: potency means the concentration at half of the fitted maximal effect; on the % scale 0 is the no-effect control and ±100 the full control effect; nearly all actives have a fitted effect of over 75% in size
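Quantitative HTS format: methyltransferase activity on a biotin-tagged H3K9 peptide is measured by AlphaScreen, using a rabbit anti-monomethyl-H3K9 antibody with streptavidin donor and anti-IgG acceptor beads. Final levels are 20 nM enzyme, 500 nM peptide, 20 uM SAM; 2 h RT.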
ALOX12 inh – inhibitors of human 12S-lipoxygenase ALOX12 | P18054 | purified 12hLO, xylenol orange hydroperoxide absorbance | 580,000 tested, 1.1% active | Potency, µM (doses to about 108 µM), inactives show at the top dose activity change, negative = inhibition, usual class: inhibitors; further: potency means the concentration at half of the fitted maximal effect; on the % scale 0 is the no-effect control and ±100 the full control effect
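Purified human 12hLO (150 nM final) in 25 mM Hepes, 0.01% Triton X-100, pH 7.0 was preincubated 15 min at room temperature with compound. Then 40 uM arachidonic acid was added, 30 min. Hydroperoxide was read by Fe-XO absorbance ratio 573/405 nm.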
HP1b chromo inh – blocks HP1-beta chromodomain binding to methylated histone tails. Potency, µM (doses to about 114 µM), for inactives: at the highest dose activity change, negative = inhibition, hits mostly inhibitors. P83916. AlphaScreen HP1-beta / biotin-H3K9me3 peptide binding. 390,000 tested, 0.56% active. AID 540317; further: potency means the concentration at half of the fitted maximal effect; nearly all actives have a fitted effect of over 70% in size; inactives centre near 23
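AlphaScreen: HP1-beta (50 nM) preformed 30 min with biotin-H3(1-18)K9me3 peptide (50 nM) in PBS pH 7.4, 0.01% Tween-20. Compound added for 30 min at RT, then streptavidin donor/nickel chelate acceptor beads (10 ug/mL) for 30 min.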
GLS inhibitor – blocks human kidney-isoform glutaminase activity; O94925; GLS enzymatic activity, qHTS titration; Potency, µM (top dose mostly 45.5 µM), for inactives: top-dose activity change, negative = inhibition, actives largely listed as inhibitors; 410,000 tested, 0.21% active; further: potency means the concentration at half of the fitted maximal effect; on the % scale 0 is the no-effect control and ±100 the full control effect
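Glutamate formation by hKGA was monitored fluorometrically using coupled glutamate oxidase, HRP and Amplex Red. Substrate was added as 1 mM L-glutamine solution; incubation was 30 min at RT after an initial read.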
ERG-DNA inh – ERG Ets/DNA interaction inhibition. P11308. fluorescence polarization, His-ERG Ets domain / labelled DNA. Potency, µM (top dose mostly 76.9 µM), without a hit: at the top dose FP activity, negative = inhibition, actives largely listed as inhibitors. 370,000 tested, 0.028% active. AID 624246; active means well fitted inhibition curve with a large enough effect in the polarisation, with a control signal flat; inconclusive means small, poorly fitted or top-dose-only effect, or effect the other way, or a change in a side signal; inactive means no such curve, though single readings can be large or run the other way; the % refers to the polarisation;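 further: polarization taken with two DNA probes labelled with fluorescein and Texas red; potency means the concentration at half of the fitted maximal effect; % of control where 0% means no effect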
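His-tagged ERG Ets domain (1 uM in the protein solution; 300mM KCl, 50mM Tris-HCl, 1mM EDTA, 1mM DTT, pH 7.5) received compound, then a probe mix of 5 nM fluorescein-DNA and 100nM Texas-615-DNA. Fluorescence polarization was read for both dyes.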
JMJD2A Tudor inh – JMJD2A Tudor domain (human) inhibition | O75164 | AlphaScreen JMJD2A-Tudor / H3K4me3 peptide binding | Potency, µM (highest dose often 114 µM), without a hit: at the highest dose activity change, negative = inhibition, most hits filed as inhibitors | 390,000 tested, 4.4% active | AID 504339; further: potency means the concentration at half of the fitted maximal effect; on the % scale 0 is the no-effect control and ±100 the full control effect; nearly all actives have a fitted effect of over 50% in size
Target sequence (O75164 whole entry, looked up, the tested form may be a part): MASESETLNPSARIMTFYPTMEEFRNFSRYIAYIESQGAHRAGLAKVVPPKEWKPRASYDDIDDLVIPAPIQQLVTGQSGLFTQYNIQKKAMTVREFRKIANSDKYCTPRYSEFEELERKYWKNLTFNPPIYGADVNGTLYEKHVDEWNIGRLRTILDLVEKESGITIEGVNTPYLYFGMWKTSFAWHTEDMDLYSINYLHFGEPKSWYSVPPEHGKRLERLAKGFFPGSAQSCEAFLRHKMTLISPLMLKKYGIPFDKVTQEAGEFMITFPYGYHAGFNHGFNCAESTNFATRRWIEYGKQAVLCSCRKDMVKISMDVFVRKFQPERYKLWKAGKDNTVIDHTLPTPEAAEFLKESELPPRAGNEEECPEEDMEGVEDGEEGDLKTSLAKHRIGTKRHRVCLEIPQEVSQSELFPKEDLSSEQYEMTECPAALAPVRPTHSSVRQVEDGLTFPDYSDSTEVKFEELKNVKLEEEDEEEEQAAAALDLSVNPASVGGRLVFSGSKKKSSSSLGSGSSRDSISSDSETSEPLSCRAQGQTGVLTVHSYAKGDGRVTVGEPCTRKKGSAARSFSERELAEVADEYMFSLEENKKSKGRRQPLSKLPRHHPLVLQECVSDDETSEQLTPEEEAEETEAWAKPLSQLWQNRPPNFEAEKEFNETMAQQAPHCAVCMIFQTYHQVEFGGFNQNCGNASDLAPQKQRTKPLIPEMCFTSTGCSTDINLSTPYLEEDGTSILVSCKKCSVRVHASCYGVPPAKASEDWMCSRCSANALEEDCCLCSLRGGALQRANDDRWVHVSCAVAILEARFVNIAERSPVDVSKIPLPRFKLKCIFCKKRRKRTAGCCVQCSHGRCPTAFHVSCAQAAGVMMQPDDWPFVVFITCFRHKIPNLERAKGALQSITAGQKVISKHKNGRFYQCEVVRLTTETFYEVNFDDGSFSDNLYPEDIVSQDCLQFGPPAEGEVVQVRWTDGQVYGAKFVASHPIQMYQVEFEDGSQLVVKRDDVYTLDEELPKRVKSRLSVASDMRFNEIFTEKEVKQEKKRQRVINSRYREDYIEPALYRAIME
Starred values were filed as active, the others as inactive; i = inactive; ? = inconclusive; nt = not tested or not shown; & = joins results of further samples; [ ] = another dose, or the depositor's remark. Unless noted, the call rests on the fitted dose curve; in most records, active means well fitted curve in the direction sought with a large enough effect; inconclusive means small, poorly fitted or top-dose-only effect, or another doubt; inactive means no such curve, though single readings can be large; an effect the other way counts as inactive or inconclusive. Some of the compounds tested (hit frequency here may not be typical).

JMJD2A Tudor inh,G9a block,BAZ2B block,ALOX12 inh,HP1b chromo inh,RGS4 inh,PI4K2A inh,GLS inhibitor,ERG-DNA inh,mol
-19%,49%[12.7 µM],8%,-11%,29%,16%,-2,0%,7%,CC(=O)c1ccc(N2CCN(C(=O)C3CCN(C(=O)Nc4ccccc4)CC3)CC2)cc1
-7%,nt,nt,?,2%,14%,-7,10%,10%,Cc1ccc(S(=O)(=O)n2cccc2C)cc1
-12%,22%[59 µM],-7%,0%,-1%,-31%,-3,1%,0%,CC(C)(C)c1ccc(C(=O)NCC(c2cccs2)S(=O)(=O)c2ccccc2)cc1 (stereo not drawn)
-12%,-6%,-13%,-7%,31%,-3%,-1,7%,9%,COc1ccccc1N1CCN(C(=O)CCCCCn2c(=O)[nH]c3ccsc3c2=O)CC1
-10%,?,nt,-21%,5%,21%,8,0%,-2%,COc1ccc(NC(=O)c2cccc(NC(=O)c3ccco3)c2)c(OC)c1
0%,49%,-2%,i,18%,14%,-3,0%,-4%,CCCCn1c(SCC(=O)NC2CC2)nc2ccccc2c1=O
-7%,11%[59 µM],-19%,-7%,28%,9%,-4,1%,-4%,O=C(NC1CCCCC1)N(C1=NCCCCC1)c1ccc(Br)cc1
-2%,0%[59 µM],0%,-18%,34%,-3%,0,2%,7%,O=C(CN1CCCN(Cc2ccc(Cl)cc2)S1(=O)=O)Nc1ccccc1F
50µM*,-3%[12.7 µM],45µM*,-30%,?,-24%,-3,-16%,0%,CCC(=O)N1CCc2cc(Br)cc(S(=O)(=O)CCC(=O)N(C)c3cccc(C)c3)c21
-13%,-8%,?,0%,2%,9%,5,4%,5%,COCC(C)NC(=O)CSc1nc2nn(-c3ccccc3)c(=O)c-2c2n1CCCCC2 (stereo not drawn)
-13%,28%[2.33 µM],8%,22%,45%[activator],-16%,-2,-6%,0%,C#CCOCCOCCOCCNc1nc(N2CCN(C(=O)CCCCCCCCCCNC(=O)[C@@H](CCSC)n3cc(CCO)nn3)CC2)nc(N2CCN(C(=O)CCCCCCCCCCNC(=O)[C@H](CCSC)n3cc(CCO)nn3)CC2)n1
-31%,?,-34%,-15%,25%,-23%,-1,0%,3%,O=C(C1=C[C@@H](c2ccc(C(F)(F)F)cc2)C[C@@H](OCc2ccc(CO)cc2)O1)N1CCN(Cc2ccccc2)CC1
-15%,1%[0.501 µM],?,-54%,30%,-28%,-8,2%,18%,NC(=O)c1ccsc1NC(=O)COC(=O)Cc1n[nH]c(=O)c2ccccc12
-5%,-7%,4%,?,22%,-13%,-2,-2%,5%,Cc1cccc(C(C(=O)NC2CCCC2)N(C(=O)c2csnn2)C2CCCC2)c1 (stereo not drawn)
-8%,-10%,?,0%,9%,-11%,-3,18%,-13%,O=c1[nH]c2cc(NCCO)c([N+](=O)[O-])cc2[nH]1
-18%,-37%[59 µM],-5%,5%,10%,1%,0,-5%,3%,CCOC(=O)c1[nH]c(C)c(C(=O)NC(CC)Cc2ccccc2)c1C (stereo not drawn)
-23%,-21%[59 µM],-24%,-4%,43%,-8%,-1,7%,4%,CCOCCCNC(=O)c1c(NC(=O)Cc2coc3ccc(C)cc23)sc2c1CCC2
?,nt,-39%,19%,2%,12%,-1,3%,21%,O=C(C1=C[C@H](c2coc3ccccc3c2=O)C[C@H](OCc2ccc(CO)cc2)O1)N1CCN(Cc2ccc3c(c2)OCO3)CC1
-11%,20%,14%,1%,30%,-1%,3,-1%,-6%,N#Cc1ccccc1CSC1=NCCS1
-12%,-24%[59 µM],-11%,?,39%[activator],15%,1,-7%,2%,CCc1cc2c(cc(C(=O)OC)n2Cc2nc(-c3ccc(C)cc3)oc2C)s1
-14%,nt,4%,?,-16%,10%,-1,0%,4%,Cc1ccc2ncnc(Oc3ncccc3NC(=O)C(C)(C)C)c2c1
-26%,-8%[59 µM],-38%,-7%,-32%,0%,-7,2%,9%,CCN(CC)S(=O)(=O)c1ccc(N/N=C(\C)c2ccc3c(c2)OCO3)c([N+](=O)[O-])c1
-23%,nt,nt,-2%,27%,6%,-1,-1%,-7%,CNC[C@H]1Oc2ccc(NC(=O)Nc3ccccc3)cc2CC(=O)N([C@H](C)CO)C[C@H]1C
-16%,9%,-8%,-11%,23%,-6%,-1,-7%,-2%,CC(NC(=O)C1CCN(C(=O)Nc2ccccc2)CC1)c1ccccc1 (stereo not drawn)
-21%,9%,-5%,?,42%[activator],-2%,2,1%,-2%,CC1CCCC(NC(=O)Cn2cc3c(n2)CCCCC3)C1C (stereo not drawn)

Continued, overlapping the part above by 6 compounds.
JMJD2A Tudor inh,G9a block,BAZ2B block,ALOX12 inh,HP1b chromo inh,RGS4 inh,PI4K2A inh,GLS inhibitor,ERG-DNA inh,mol
-12%,-24%[59 µM],-11%,?,39%[activator],15%,1,-7%,2%,CCc1cc2c(cc(C(=O)OC)n2Cc2nc(-c3ccc(C)cc3)oc2C)s1
-14%,nt,4%,?,-16%,10%,-1,0%,4%,Cc1ccc2ncnc(Oc3ncccc3NC(=O)C(C)(C)C)c2c1
-26%,-8%[59 µM],-38%,-7%,-32%,0%,-7,2%,9%,CCN(CC)S(=O)(=O)c1ccc(N/N=C(\C)c2ccc3c(c2)OCO3)c([N+](=O)[O-])c1
-23%,nt,nt,-2%,27%,6%,-1,-1%,-7%,CNC[C@H]1Oc2ccc(NC(=O)Nc3ccccc3)cc2CC(=O)N([C@H](C)CO)C[C@H]1C
-16%,9%,-8%,-11%,23%,-6%,-1,-7%,-2%,CC(NC(=O)C1CCN(C(=O)Nc2ccccc2)CC1)c1ccccc1 (stereo not drawn)
-21%,9%,-5%,?,42%[activator],-2%,2,1%,-2%,CC1CCCC(NC(=O)Cn2cc3c(n2)CCCCC3)C1C (stereo not drawn)
-8%,65%[activator],0%,9%,9%,1%,-6,2%,-1%,Cc1cccc(NC(=O)CNC(=O)CNC(=O)Cc2ccccc2)c1
-12%,nt,nt,-24%,30%,-13%,1,25%,-21%,CN(C)S(=O)(=O)c1cccc(C(=O)Nc2ccccc2C(=O)NC2CC2)c1
-17%,9%,5%,13%,17%,-4%,0,6%,15%,Cc1ccccc1C(=O)Nc1ccc(C(=O)N/N=C/c2ccccn2)cc1
-7%,2%[59 µM],-2%,0%,-11%,11%,2,-12%,-11%,O=C(NCCc1ccccc1)c1ccc2c(c1)N(Cc1ccc(F)cc1)C(=O)c1ccccc1S2
-26%,-7%[2.33 µM],56µM*,-7%,8%,-21%,3,-2%,-5%,CCOc1cc2nc(-c3ccc(OC)c(OC)c3)nc(N3CCOCC3)c2cc1OC
-11%&-20%,5%,-4%&-2%,-3%&-24%,16%&6%,41%&12%,-1&-1,-4%&-16%,7%&1%,COC(=O)c1ccc2c(=O)n(CCCCCC(=O)NC(C)C)c(=O)[nH]c2c1
-6%,9%,-4%,-3%,44%[activator],-24%,1,0%,-7%,COC(=O)c1c(C)oc(C)c1S(=O)(=O)NCc1cccs1
-10%,0%[12.7 µM],2%,-6%,26%,-6%,14,-4%,4%,N#CCSc1nc2c(c(=O)n1Cc1ccccc1)C1(CCCC1)Cc1ccccc1-2
-21%,1%,-21%,-10%,-9%,14%,-2,-21%,-1%,COc1cc(NC(=O)COC(=O)/C=C/c2ccc(O)c(OC)c2)cc(OC)c1
6%,-5%,4%,-4%,35%,-19%,0,9%,1%,COCCCNC(=O)c1ccc(CN2CCc3ccccc3C2)cc1
-12%,7%,-10%,-6%,32%,-10%,-3,7%,-1%[15.4 µM],O=C(O)c1ccc(N2CCS(=O)(=O)CC2)cc1
0%,-6%[59 µM],-2%,?,22%,-24%,-7,9%,2%,O=C(Cn1nnc(-c2ccccc2Cl)n1)NCc1ccc2c(c1)OCO2
4%,nt,10%,136%[activator],30%,-10%,-19,-11%,-7%,Cc1cc(/C(N)=N/OC(=O)c2ccccc2Cl)no1
?,?,-31%,13%,-16%,-30%[56.9 µM],-1,21%,-3%,CCCn1cc(S(=O)(=O)CC(=O)N2CCc3ccccc32)c2ccccc21

Pulled one by one from above (two):
JMJD2A Tudor inh,G9a block,BAZ2B block,ALOX12 inh,HP1b chromo inh,RGS4 inh,PI4K2A inh,GLS inhibitor,ERG-DNA inh,mol
-10%,0%[12.7 µM],2%,-6%,26%,-6%,14,-4%,4%,N#CCSc1nc2c(c(=O)n1Cc1ccccc1)C1(CCCC1)Cc1ccccc1-2
0%,-6%[59 µM],-2%,?,22%,-24%,-7,9%,2%,O=C(Cn1nnc(-c2ccccc2Cl)n1)NCc1ccc2c(c1)OCO2

Source: PubChem BioAssay
